EPAC2 ag – activates human EPAC2 exchange factor; EPAC2 activation, biochemical qHTS; response scale: 100% = 6.5 mM cAMP response; Potency, µM (series often up to 154 µM), for the others: at the highest dose activation, most hits filed as activators; 360,000 compounds, 0.079% hits; further: potency means the concentration at half of the fitted maximal effect; nearly all actives have a fitted effect of over 50% in size
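In this primary screen, activation is scored as increased exchange of BODIPY-GDP from Rap1B by 100 nM EPAC2, with 50 uM GDP as competitor. Signal is normalized to the 6.5 mM cAMP agonist control.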
DRD3 agonist – activates the human D3 dopamine receptor. P35462. D3R DiscoveRx beta-arrestin cells, luminescence, 90 min. max activation, %. 410,000 compounds, 0.58% hits. AID 652048; in the data active means max activation above about 30%; further: 0% is about no effect; mostly tested at two doses, the higher about 12 µM
Target sequence (P35462 whole entry, looked up): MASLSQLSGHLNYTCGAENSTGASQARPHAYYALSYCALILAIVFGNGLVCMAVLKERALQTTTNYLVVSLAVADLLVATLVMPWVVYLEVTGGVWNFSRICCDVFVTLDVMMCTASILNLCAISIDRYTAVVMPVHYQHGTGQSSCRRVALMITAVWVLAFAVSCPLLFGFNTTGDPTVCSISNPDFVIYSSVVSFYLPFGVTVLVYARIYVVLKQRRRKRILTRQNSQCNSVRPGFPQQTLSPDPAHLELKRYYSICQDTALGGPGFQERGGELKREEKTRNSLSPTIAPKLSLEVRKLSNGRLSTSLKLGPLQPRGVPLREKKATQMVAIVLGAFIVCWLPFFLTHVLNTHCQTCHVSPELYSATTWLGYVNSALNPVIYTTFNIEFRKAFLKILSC
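Agonist-mode cell screen: cells plated at 1500/well and incubated overnight at 37 °C, then exposed to library compounds for 90 min at 37 °C. Detection reagent was added for 30–60 min at room temperature, and luminescence was read.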
EPAC2 antagonist – antagonists of human EPAC2. Q8WZA2. EPAC2 GEF exchange of Rap1B-BODIPY-GDP, fluorescence. Potency, µM (highest dose often 114 µM), for the others: at the highest dose activity, negative = inhibition, actives largely listed as inhibitors. 360,000 compounds, 0.18% hits. AID 720708; further: potency means the concentration at half of the fitted maximal effect; on the % scale 0 is the no-effect control and ±100 the full control effect; nearly all actives have a fitted effect of over 45% in size; many of its hits are not listed in these tables
TDP43 rescue – inhibitors of TDP-43 toxicity in yeast; TDP-43 expressing yeast growth rescue, BacTiter-Glo, 24 h; AID 652104; Potency, µM (titrated, usually from 46.1 µM), for inactives: at the highest dose growth rescue (activation), hits mostly activators; 410,000 compounds, 1.8% hits; further: potency means the concentration at half of the fitted maximal effect; % of control where 0% means no effect; nearly all actives have a fitted effect of over 50% in size
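Galactose-induced TDP-43 yeast, OD600=0.02, compound pinned; 24 hr, 30 deg C; BacTiter-Glo luminescence for growth. Inhibitors of TDP-43 toxicity read as activators.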
Abeta yeast res – A-beta toxicity reversal in yeast | yeast expressing A-beta42, growth rescue, OD600, 48 h; response scale: 0% DMSO, 100% iron-clioquinol control | 410,000 compounds, 0.063% hits | AID 1347071 | Potency, µM (highest dose often 46.1 µM), inactives show top-dose growth rescue, hits mostly activators; further: potency means the concentration at half of the fitted maximal effect; nearly all actives have a fitted effect of over 55% in size
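Yeast A-beta toxicity model in growth medium with pinned compounds, 48 h at 30 C; growth read as absorbance at 600 nm. Normalized to FeCl3/clioquinol equimolar mix (positive) and DMSO (negative).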
FUS suppressor – rescues growth of FUS-expressing yeast. S. cerevisiae FUS-expressing, growth rescue, OD600, 24 h. Potency, µM (top dose mostly 76.6 µM), without a hit: at the top dose growth rescue (activation), usual class: activators. 390,000 compounds, 0.24% hits. AID 1347120;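 further: potency means the concentration at half of the fitted maximal effect; plate controls were DMSO vehicle for no effect and reference control for full effect; nearly all actives have a fitted effect of over 55% in size; some results filed as inactive show a strong effect at the top dose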
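FUS-expressing yeast, raffinose-pregrown, induced in 2% galactose minimal medium at OD 0.005; compounds in a dilution series, 24hr at 30C. Growth restoration read as absorbance at 600 nm. CP55940 positive control, DMSO negative.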
D3 antag – D3 dopamine receptor (human) antagonism. P35462. max response, negative = inhibition, %. D3R cells, DiscoveRx beta-arrestin luminescence, antagonist mode; hits give low values. 360,000 compounds, 2.5% hits; in the data active means max response below about -50%; inconclusive means no clear call, values can overlap the other calls; further: on the % scale 0 is the no-effect control and ±100 the full control effect; mostly tested at two doses, the higher about 12 µM
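Cells plated overnight at 1500 cells/well, then exposed to library compounds with dopamine controls for 90 minutes at 37 degrees C. DiscoveRx reagent added for 30–60 minutes at room temperature; luminescence read, quantitative HTS format.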
aSyn rescue – rescues yeast growth from alpha-synuclein toxicity; Yeast expressing alpha-synuclein, growth rescue, BacTiter-Glo, 24 h; Potency, µM (highest dose often 46.1 µM), for the others: at the top dose growth rescue (activation), actives largely listed as activators; 370,000 compounds, 0.14% hits; further: potency means the concentration at half of the fitted maximal effect; % of control where 0% means no effect; nearly all actives have a fitted effect of over 65% in size
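Galactose-induced alpha-syn yeast (OD600=0.02, raffinose-pregrown) + pinned cpd, 24 hr, 30 deg C; growth by BacTiter-Glo luminescence. Growth restoration scores as activation.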
Numbers without * were called inactive; ? = inconclusive; . = no result given; [ ] = dose if it differs, or a comment. Unless noted, the call rests on the fitted dose curve; in most records, active means well fitted curve in the direction sought with a large enough effect; inconclusive means small, poorly fitted or top-dose-only effect, or another doubt; inactive means no such curve, though single readings can be large; an effect the other way counts as inactive or inconclusive. The list is partial; the hit share may differ from the screen's.

SMILES | EPAC2 ag | DRD3 agonist | EPAC2 antagonist | TDP43 rescue | Abeta yeast res | FUS suppressor | D3 antag | aSyn rescue
CCC1(C)Cc2c(sc3nc(NN)n(C)c(=O)c23)CO1 (stereo not given) | -13.7% | -2.3 | -4.3% | 8.3% | -7.4% | 23.4% | -20.6 | 4.9%
COc1ccc(CCNC(=O)c2ccc(Cn3c(=O)c4cccn4c4cccnc43)cc2)cc1OC | . | 14.6 | . | 24.2% | 5.0% | -8.4% | . | .
FC(F)(F)c1cc(-c2ccco2)nc(-n2nc(C(F)(F)F)cc2C2CC2)n1 | 6.8% | 2.8 | -6.5% | -14.8% | 3.1% | 9.4% | 5.0 | -5.5%
Cc1ccc(NC(=O)COc2ccc3c(c2)OCO3)c(C)c1 | 10.5% | -2.2 | -1.3% | -4.6% | -11.8% | . | -13.0 | -9.4%
O=C1C(Cc2ccccc2O)NC(=S)N1c1ccccc1 (stereo not given) | 0.0% | 0.9 | 13.4% | -11.5% | 12.6% | 7.8% | 10.8 | 0.9%
CCOC(=O)[C@]12CCCC=C1N(CCc1ccc(OC)c(OC)c1)C(=O)[C@H](CC(=O)NCCc1ccccc1OC)C2 | 3.7% | -11.1 | -10.2% | 8.2% | -0.9% | ? | -24.6 | -1.6%
COC(=O)C1(C)NC(c2ccc(O)cc2)C2C(=O)N(c3ccc4c(c3)OCCO4)C(=O)C21 (stereo not given) | -10.7% | 0.2 | 0.2% | 13.6% | ? | 8.5% | 2.2 | 0.9%
COc1cc(Cl)c(NC(=O)CCc2nc3cccnc3n2-c2ccccc2)c(OC)c1 | . | -10.3 | . | -3.8% | -6.5% | -4.4% | . | .
COc1cc(C(=O)OC2CSCC2NC(=O)c2ccccc2)cc(OC)c1OC (stereo not given) | 9.1% | 0.2 | -9.2%[57.1 µM] | -1.6% | -15.5% | 6.5% | 22.7 | 3.9%
Fc1ccc(-c2[nH]ncc2CN2CCN(c3ccc(F)cc3)CC2)cc1 | 2.4% | -16.8 | -10.8% | -2.3% | -8.8% | 1.4% | -16.0 | -3.5%
COc1cccc(C(O)c2ncc(-c3ccccc3Cl)[nH]2)c1 (stereo not given) | 4.9% | 3.5 | 1.2% | 18.1% | -12.7% | 4.9% | 4.0 | -2.7%
Clc1ccccc1COc1ccc(/C=N/n2cnnc2)cc1 | -4.0% | 7.1 | 5.3% | ? | -3.5% | 15.5% | 6.0 | 14.5%
NNC(=O)/C(=C\c1ccco1)NC(=O)c1ccco1 | 5.8% | -2.0 | 1.8% | 8.9% | 3.1% | -16.1% | 1.2 | 7.8%
COc1c(O)c(O)c2oc(-c3ccccc3)cc(=O)c2c1OC | -8.8% | 12.3 | 3.2% | -39.8%[inhibitor] | -28.2% | 1.3% | 9.7 | 0.9%
CC1(c2nnc(-c3ccccc3)o2)CC(c2ccccc2)=NO1 (stereo not given) | 4.7% | 3.4 | ? | 25.7% | -7.6% | 14.5% | 0.0 | ?
COc1ccc(NC(=O)Cn2nnc(-c3ccccc3F)n2)cc1 | -5.3% | -2.8 | -4.1% | -16.1% | -5.4% | -10.6% | -21.1 | -1.3%
COc1ccccc1CC(=O)Nc1ccon1 | 8.7% | 1.8 | 2.1% | 14.2% | -8.3% | -11.1% | -22.3 | -28.6%
CS(=O)(=O)Nc1ccc(C(=O)NCCSCc2ccco2)cc1 | 4.8% | 0.0 | -7.1% | 1.3% | -1.6%[9.22 µM] | -39.7% | 43.2 | 15.6%
CCCCOC(=O)c1ccc(Nc2nc3ccccc3c3nnc(C)n23)cc1 | . | 11.3 | . | 8.5% | -12.9% | 17.4% | . | .
CC(NC(=O)C1CCCCC1)C(=O)NC1=NCCS1 (stereo not given) | 4.9% | -7.2 | 15.1% | -4.5% | 10.6% | 11.9% | 1.2 | .

Whole records, looked up by structure. Screens in order: EPAC2 ag	DRD3 agonist	EPAC2 antagonist	TDP43 rescue	Abeta yeast res	FUS suppressor	D3 antag	aSyn rescue
COc1ccccc1CC(=O)Nc1ccon1 in the list: 8.7%	1.8	2.1%	14.2%	-8.3%	-11.1%	-22.3	-28.6%
CCCCOC(=O)c1ccc(Nc2nc3ccccc3c3nnc(C)n23)cc1 in the list: .	11.3	.	8.5%	-12.9%	17.4%	.	.
COC(=O)C1(C)NC(c2ccc(O)cc2)C2C(=O)N(c3ccc4c(c3)OCCO4)C(=O)C21 (stereo not given) in the list: -10.7%	0.2	0.2%	13.6%	?	8.5%	2.2	0.9%
NNC(=O)/C(=C\c1ccco1)NC(=O)c1ccco1 in the list: 5.8%	-2.0	1.8%	8.9%	3.1%	-16.1%	1.2	7.8%
FC(F)(F)c1cc(-c2ccco2)nc(-n2nc(C(F)(F)F)cc2C2CC2)n1 in the list: 6.8%	2.8	-6.5%	-14.8%	3.1%	9.4%	5.0	-5.5%

New compounds follow.
SMILES | EPAC2 ag | DRD3 agonist | EPAC2 antagonist | TDP43 rescue | Abeta yeast res | FUS suppressor | D3 antag | aSyn rescue
NC(=O)CN1CCN(Cc2ccc3c(c2)OCO3)CC1 | 2.8% | -3.6 | 4.1% | 10.2% | 3.7% | -13.3% | -3.4 | -0.3%
COc1ccc(-c2oc3cc(OC)c(O)c(OC)c3c(=O)c2OC)cc1O | -4.3% | 21.0 | -16.9% | 22.4µM* | -17.7% | 17.1% | 95.5 | -0.6%
NS(=O)(=O)c1ccc(CCNC(=O)C(=O)Nc2cc3c4c(c2)CC(=O)N4CCC3)cc1 | 1.3% | 4.8 | 6.1% | -27.8% | 3.2% | 29.3% | 9.0 | -0.6%
COc1ccc(NC(=O)c2c3c(nc4ccccc24)CCN(Cc2ccccc2)C3)c(OC)c1 | -2.3% | 2.7 | 1.7% | 8.2% | 7.2% | 10.3% | 36.7 | 5.2%
Cc1nn(C)cc1CNC(=O)c1ccc(F)cc1 | 14.2% | 1.9 | 13.8% | 0.6% | -11.8% | . | 62.3 | 11.4%
CC(C)(C)OC(=O)N1Cc2ccccc2C[C@H]1C(=O)NCC(=O)NCC1CCCO1 (stereo not given in full) | -2.7% | -7.1 | 7.6% | -14.2% | -9.2% | -1.6% | 31.0 | 9.1%
CC(NC(=O)c1cc([N+](=O)[O-])cc([N+](=O)[O-])c1)c1ccc(-n2ccnc2)cc1 (stereo not given) | 0.2% | 5.8 | -1.3% | -7.5% | -14.4% | 8.8% | 2.0 | -11.9%
CCOc1ccc(CCNC(=O)c2cc(S(=O)(=O)N3CCOCC3)ccc2C)cc1OCC | 0.1% | 14.4 | 2.3% | 6.0% | -0.8% | 8.3% | 9.5 | -0.3%
C[C@@H]1CCCCO[C@H](CN(C)S(=O)(=O)c2cccs2)[C@@H](C)CN([C@H](C)CO)C(=O)c2cc(NC(=O)Nc3ccc4c(c3)OCO4)ccc2O1 | 5.7% | -8.9 | -5.9% | 17.1% | -10.5% | ? | -25.6 | -1.2%
CCCN(CCC)CC(O)Cn1cc(/C=C/C(=O)c2ccc(C)cc2)c2ccccc21 (stereo not given) | . | -10.4 | . | 2.0% | -17.6% | 27.1% | . | .
CCN1CCN(c2ncc(C(=O)N3CCCc4ccccc43)c3ccccc23)CC1 | 0.5% | 3.8 | 6.7% | 0.4% | 13.3% | 5.4% | -68.8* | 8.6%
COc1ccc(-n2ccnc(NCCc3ccc(S(N)(=O)=O)cc3)c2=O)cc1 | . | -4.7 | . | 20.8% | -10.4% | 13.5% | . | .
COCCn1nnnc1SCC(=O)c1ccc(F)cc1 | -1.0% | -2.9 | 6.9% | 3.4% | -21.9% | 15.0% | -66.9* | 2.7%
O=C(c1ccccc1)c1nnc(-c2ccccc2F)o1 | -4.5% | 2.2 | -1.4% | 12.2% | -7.6% | -21.5% | 0.7 | -1.0%
O=C(Cn1c(C(F)(F)F)nc2ccccc21)N/N=C/c1ccco1 | 8.2% | 24.2 | 0.3% | -7.9% | 9.2% | -10.1% | 3.7 | -0.3%
CSC1=NC(C)N2C(SC)=NC(C)N12 (stereo not given) | 6.8% | -4.9 | -5.5% | 3.0% | 11.2% | -8.3% | 1.9 | -0.2%
COC(=O)[C@@]1(Cc2ccc(F)cc2)[C@H]2c3cc(C(=O)N(C)C)n(CCN4CCOCC4)c3C[C@H]2CN1C(=O)c1ccccc1 | 2.4% | -3.2 | 2.9% | 6.4% | -7.4% | 21.6% | -2.4 | -4.4%
CC(C)C[C@@H](C(=O)NCC1CCCO1)N1C(=O)N2CCc3c([nH]c4ccccc34)[C@@]2(C)C1=O (stereo not given in full) | -7.3% | -19.2 | -6.7% | 14.1% | 3.0% | 16.4% | 4.0 | 6.1%
COc1ccccc1CNC(=O)CCc1nnc2ccc(NCCCN3CCCC3=O)nn12 | -0.2% | 4.8 | -4.3% | -17.6% | -10.2% | -4.6% | -2.8 | -3.8%
Cc1ccc(-c2nn3c(=O)cc(CN4CCN(S(=O)(=O)c5ccc(Cl)cc5)CC4)nc3s2)cc1 | . | 6.6 | . | 9.9% | 1.7% | 10.0% | . | .
CCN1CCN(c2c(C(=O)c3ccc(OC)cc3)cnc3ccccc23)CC1 | 11.4% | -3.3 | 14.7% | 11.3% | -12.8% | -8.5% | -14.5 | 5.2%
CC(C)[C@H](NC(=O)[C@H](Cc1ccccc1)n1c(=O)[nH]c2ccccc2c1=O)C(=O)N1CCC[C@@H]1C(=O)O | 5.6% | -4.3 | 24.4% | 13.6% | -7.0% | -5.3% | 1.8 | 8.5%
COc1ccc(Cl)cc1NC(=O)c1cnc(N2CCCCC2)c2ccccc12 | . | -6.9 | . | 0.3% | -7.4% | 14.4% | . | .
CC(C)[C@H](NS(=O)(=O)c1cccc(C(F)(F)F)c1)C(=O)OCC(N)=O | 1.3% | 3.8 | -1.9% | -25.1%[0.397 µM] | 0.8% | -8.8% | 4.1 | -10.4%
c1ccc(Cc2nnc3sc(-c4cccs4)nn23)cc1 | -5.1% | -12.6 | 1.0% | ? | -27.0% | 34.0% | -16.4 | -6.3%
CN(C)S(=O)(=O)c1ccc(C(=O)NCCSc2ccc(Br)cc2)cc1 | 7.3% | 4.7 | -16.3% | -3.0% | -4.1% | 4.4% | 5.3 | 10.4%
O=C(c1ccc2c(c1)OCO2)N(Cc1cccs1)C1(C(=O)NC2CCCCC2)CCCCC1 | 18.1% | -15.0 | -6.8% | ? | -46.6%[inhibitor] | 54.7% | -27.5 | -21.6%

High-throughput results from PubChem.
